S3 lipid droplet: qHTS Assay for Lipid Storage Modulators in Drosophila S3 Cells. lipid storage change, negative = inhibition, % at the top dose, mostly 46.1 µM; hits show Potency in µM. Drosophila S3 cells, BODIPY lipid droplet fluorescence, 18-24 h; cells fed with added oleic acid. hit rate 0.64% among 320,000. AID 2685, 2010; active = well fitted inhibition curve with a large enough effect in the signal ratio, with a control signal flat, not every such curve was filed as active; inconclusive = small, poorly fitted or top-dose-only effect, or effect the other way, or a change in a side signal; the % refers to the signal ratio
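Drosophila S3 cells got compounds at several concentrations plus oleic acid (400 uM solution). Laser-scanning cytometry with 488 nm excitation read lipid droplets at 500-530 nm and cells at 575-640 nm. Percent activity was relative to 20 uM Triacsin C.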
S3 lipid droplet cell count max: recorded beside S3 lipid droplet, whose call it bears; cell number change, %; measured here: cell count max response;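 cells counted by Cell Tracker Red CMTPX staining in the red channel; peak over a dose series mostly up to 46.1 µM; percent activity relative to internal control wells on each plate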
* = called active by the depositor; i = inactive; ? = inconclusive; · = no result given; [ ] = dose if it differs, or a comment. % is set by controls: 0 for no effect and ±100 for the full control effect; potency is the fitted concentration of half-maximal effect. This is a subset; rates above refer to the full screens.

molecule,S3 lipid droplet,S3 lipid droplet cell count max
CCOc1ccc(NC(=O)C2C3C=CC4(CN(C(C(=O)OC)C(C)C)C(=O)C24)O3)cc1 (stereo not drawn),7%,5
O=C(OCC(=O)N1CCN(c2ccccc2)CC1)c1ccccc1OC(F)F,?,·
O=C(Cn1ncc2c([nH]c3ccccc32)c1=O)NCC1CCN(Cc2ccc(F)cc2)CC1,-17%,·
O=C1CCc2cc(S(=O)(=O)Nc3ccc(F)cc3)ccc2N1,?,·
Cc1ccccc1OCC(O)CN(CCO)Cc1ccccc1 (stereo not drawn),?,·
O=C1NC(Cc2ccccc2)c2nc3ccccc3c(=O)n2-c2cc(Cl)ccc21 (stereo not drawn),?,·
COc1ccc(CN(C)c2ncnc(N)n2)cc1,?,·
CCc1cccc(C)c1NC(=O)COC(=O)c1ccc2c(c1)S(=O)(=O)c1ccccc1C2=O,?,·
CC(C)NC(=O)c1onc(CSc2cccc(F)c2)c1C(=O)O,-19%,1
COC(=O)c1cnn(C(=O)c2ccccc2Br)c1N,?,·
CC(=O)c1cccc(Nc2nc(-c3cccnc3)cs2)c1,?,·
CC(C)(C)NC(=O)c1cc(-c2ccccc2)n[nH]1,4%,·
COc1cc(/C=C(\C#N)c2nc3c(s2)CCCC3)ccc1O,?,·
COC(=O)C(C)NC(=O)C1CCCN1S(=O)(=O)c1cc(C)c(Cl)cc1C (stereo not drawn),?,·
CCOC(=O)CNS(=O)(=O)c1cc(-c2nn(C)c(=O)c3ccccc23)ccc1C,?,·
CCC(Sc1nc2ccncc2[nH]1)C(=O)Nc1cc(Cl)ccc1C (stereo not drawn),i,-13
O=C(/C=C/c1ccc([N+](=O)[O-])cc1)NNC(=O)C1CC1,?,·
COc1ccc(CC(=O)NCCN2CCCC2)cc1,-8%,·
CCOC(=O)c1cc(C#N)c(SCc2ccc(C#N)cc2)nc1C,14%,-10
CCOC(=O)COc1ccc2c(c1)C(=O)CC(C)(c1cccnc1)O2 (stereo not drawn),?,·
COc1ccc(C=C(C#N)C#N)c(CSc2ccccn2)c1,?,·
COc1ccc(/C(C)=N/NC(=O)C2C3CCCCC32)c(OC)c1 (stereo not drawn),?,·
O=c1c2c(nc3cc(-c4cccc(F)c4)[nH]n13)CCC2,3%,-6
COC(=O)c1sccc1NC(=O)CSCC(=O)O,?,·
Nc1nc2n(n1)C(c1c(F)cccc1Cl)CC(c1ccc(F)cc1)N2 (stereo not drawn),7%,1
Cc1nn(C)cc1CN(C)C(=O)c1sc2cccc(Cl)c2c1Cl,?,·
CN(C)c1ccc(/C=C(\C#N)C(=O)NCc2ccco2)cc1,?,·
COc1cc2c(cc1OC)CN(C(=O)CN1CCN(S(=O)(=O)c3ccc(C)c(C)c3)CC1)CC2,i,-13
Cc1cccc(NC(=O)CSCC(=O)Nc2cc(S(=O)(=O)N3CCOCC3)ccc2N2CCCC2)c1,?,·
CC1(C)Oc2ccc(C(=O)NC3CCCCC3)cc2N(CC#N)C1=O,i,·
CC(C)NC(=O)c1cc2c(=O)n3ccccc3nc2s1,?,·
Cc1cc(C(=O)CSc2nnnn2C)c(C)n1Cc1ccco1,14%,-1
CCOC(=O)c1ccc(NC(=O)C2CC(=O)Nc3nc4ccccc4n32)cc1 (stereo not drawn),?,·
Cc1ccc(S(=O)(=O)NC(=O)COc2ccc([N+](=O)[O-])cc2)cc1,4%,1
CCCSc1nnc(-c2c[nH]c3ccccc23)n1C,1%,·
CC(=O)Nc1ccc2nc(SCC(=O)N3CCOCC3)sc2c1,1%,·
Cc1ccc(C(=O)CSc2nnc(CNc3ccc(C)cc3C)o2)cc1,?,·
O=C(N/N=C/c1cccnc1)c1cccs1,?,·
CC1=CCC2(CO)COC(c3ccccc3O)C1C2 (stereo not drawn),?,·
CCOC(=O)C1=C(NC(=O)c2ccc(Br)o2)Nc2ccccc2N=C1,?,·
COc1ccc(-c2cc(C(F)(F)F)n3nc(C)cc3n2)cc1,?,·
CCC(C)/C(C)=N/NC(=O)c1ccccc1OCCOc1ccccc1 (stereo not drawn),i,·
COc1ccc(C(=O)NC2CC2)cc1OC1CCN(Cc2ccc(F)cc2)CC1,12%,-2
COc1cc(NC(=O)C2CCCN(S(=O)(=O)c3ccc4c(c3)CCCN4C(C)=O)C2)cc(OC)c1 (stereo not drawn),0%,0
CCCC(c1nnnn1CC1CCCO1)N1CCN(c2cc(Cl)ccc2C)CC1 (stereo not drawn),?,·
CCNC(=O)c1ccc(N(C)S(=O)(=O)c2cccs2)cc1,3%,-1
NNC(=O)c1cc2cc(Oc3ccccc3)ccc2[nH]1,?,·
O=C(O)CCc1ccc(-c2ccccc2)o1,?,·
NC(=O)C1CCCN(C(=O)c2ccc(Cl)cc2)C1 (stereo not drawn),i,·
Cn1ccs/c1=N\C(=O)Nc1cccc(Cl)c1,12%,1

(next part)
molecule,S3 lipid droplet,S3 lipid droplet cell count max
CCOC(=O)C(=NCCCN1CCOCC1)NNc1cccc(C(F)(F)F)c1,6%,-1
Cc1cc(NC(=O)COC(=O)C(Cc2ccccc2)NC(=O)c2ccco2)no1 (stereo not drawn),5%,-2
COc1ccc(-c2ccc(CCC(=O)O)n2CC(=O)Nc2cccc(OC)c2)cc1,1%,7
COc1ccc2c(c1)c1c3n2CCN(C)C3=NCC1,?,·
N#Cc1cc([N+](=O)[O-])ccc1NCC1CCCO1 (stereo not drawn),?,·
COc1ccc(Cc2nnc(NC(=O)C3CCN(C(=O)c4ccco4)CC3)s2)cc1,?,·
Cc1nn(C)c(C)c1NS(=O)(=O)c1ccccc1,?,·
COC(=O)c1ccc(N(CC(=O)NCC2CCCO2)C(=O)CCC(=O)Nc2cc(C)on2)cc1 (stereo not drawn),i,7
CC(=O)CSc1nc2cc3c(cc2cc1C#N)OCCO3,-18%,-17
O=C(COc1ccc(Cl)cc1Cl)NC(=O)NC1CCCC1,?,·
O=C(NCCS(=O)(=O)NCc1cccnc1)c1ccccc1,?,·
Cc1ccc(SCC(=O)NCC2CCCO2)cc1 (stereo not drawn),-7%,0
O=C(COc1ccccc1F)N1N=C(c2cccs2)CC1c1ccco1 (stereo not drawn),?,·
CC(C)(C)NC(=O)COc1ccc(-c2ccccc2)cc1,i,·
N#CCc1c(C#N)c(N)nc(Nc2ccccc2)c1C#N,?,·
O=C(OCC(=O)N1CCOCC1)c1cc(F)c(F)cc1Cl,?,·
COC(=O)C(Cc1ccc(OC(=O)c2ccccc2Cl)cc1)N1Cc2ccccc2C1=O (stereo not drawn),?,·
Nc1ccccc1NC(=O)c1ccccc1,?,·
CCN(CC)S(=O)(=O)c1cccc(C(=O)NCC(c2ccccc2)N(C)C)c1 (stereo not drawn),?,·
O=C(NCC(=O)N(Cc1ccccc1)C(C(=O)NCC1CCCO1)c1ccccc1)c1cccs1 (stereo not drawn),13%,20
COC(=O)Cc1[nH]n(-c2ccccc2)c(=O)c1C=Nc1ccc(C)cc1,?,·
COC(=O)c1cc2nc(-c3ccc(C)cc3)cc(C(F)(F)F)n2n1,?,·
O=C(O)c1cc(-c2ccc(Cl)c(Cl)c2)n(-c2ccccc2)n1,10%,6
Cc1cc(C)cc(N(CC(=O)Nc2ccccc2-c2ccccc2)S(=O)(=O)c2ccccc2)c1,?,·
CC(C)(CNC(=O)c1sc2cc(Cl)ccc2c1Cl)N1CCOCC1,?,·
Cc1nnc(Oc2ccc([N+](=O)[O-])cc2)c2ccccc12,?,·
CCn1c(=O)n(CCc2ccccc2)c(=O)c2c3c(sc21)CCCC3,?,·
CC(C)(C)c1ccc(C(=O)C2CCCN(C(=O)c3ccccn3)C2)cc1 (stereo not drawn),?,·
Cc1nc2ccc(NC(=O)NCc3ccco3)cc2s1,i,·
Nc1ccccc1C(=O)Nc1ccc(Cl)cc1Cl,-11%,·
O=C(NCc1n[nH]c(=S)n1-c1ccc(F)cc1)c1ccc(S(=O)(=O)N2CCOCC2)cc1,-2%,-8
Fc1ccccc1Oc1nc(-c2ccncc2)nc2ccccc12,?,·
COc1ccc(C(=O)C[n+]2cccc(C)c2)cc1,4%,11
CC(C)CCOP(=O)(c1ccc(N(C)C)cc1)C(O)c1ccc(N(C)C)cc1 (stereo not drawn),?,·
O=C(N/N=C/c1c(-c2ccccc2)[nH]c2ccccc12)c1cccnc1,i,·
Cc1ccc(C(=O)CSc2n[nH]c(C)n2)cc1,?,·
Cc1cc(/C=C2\NC(=O)N(Cc3ccc(Cl)cc3)C2=O)c(C)n1C,?,·
CN(C)CCNC(=O)c1cc2c(=O)n(C)c3ccccc3c2n1C,?,·
O=C(NCCN1CCCC1)c1ccc(Cl)cc1,?,·
COc1ccccc1NC(=S)NC(=O)CC(C)C,?,·
O=C(CSc1ccc(-c2ccco2)nn1)c1ccc(F)cc1,0%,-11
O=C(Cn1cnc2c(nnn2Cc2ccccc2)c1=O)c1ccccc1,?,·
O=C(c1ccco1)N1CCN(c2nc(C3CC3)nc3sc4c(c23)CCCC4)CC1,4%,-10
COc1ccccc1/C=C1/SC(=O)N(CCC(=O)Nc2ccc(S(=O)(=O)Nc3nccs3)cc2)C1=O,?,·
O=C(Nc1ccc(Cl)cc1C(F)(F)F)C(Sc1cccc[n+]1[O-])c1ccccc1 (stereo not drawn),-2%,-6
O=C(COC(=O)c1cc(S(=O)(=O)N2CCOCC2)ccc1Cl)NCc1ccc2c(c1)OCO2,?,·
Cn1c(=O)c(=O)n(C)c2cc(S(=O)(=O)NCc3ccc(Cl)cc3)ccc21,11%,10
COc1ccccc1NC(=O)Cc1noc(CSc2nnc(N)s2)n1,i,·
C=CCn1c(O)c(N=NC(=O)OCC)c2ccccc21,?,·
Cc1cc(/C=N/NC(=O)c2ccncc2)c(C)n1-c1ccccc1,4%,-1

5 of the entries above in order of their number in S3 lipid droplet, falling:
Compound	S3 lipid droplet
Cn1c(=O)c(=O)n(C)c2cc(S(=O)(=O)NCc3ccc(Cl)cc3)ccc21	11%
O=C(c1ccco1)N1CCN(c2nc(C3CC3)nc3sc4c(c23)CCCC4)CC1	4%
O=C(CSc1ccc(-c2ccco2)nn1)c1ccc(F)cc1	0%
O=C(Nc1ccc(Cl)cc1C(F)(F)F)C(Sc1cccc[n+]1[O-])c1ccccc1 (stereo not drawn)	-2%
Nc1ccccc1C(=O)Nc1ccc(Cl)cc1Cl	-11%

Of the compounds above, three have a tert-butyl group.
molecule,S3 lipid droplet,S3 lipid droplet cell count max
CC(C)(C)NC(=O)c1cc(-c2ccccc2)n[nH]1,4%,·
CC(C)(C)NC(=O)COc1ccc(-c2ccccc2)cc1,i,·
CC(C)(C)c1ccc(C(=O)C2CCCN(C(=O)c3ccccn3)C2)cc1 (stereo not drawn),?,·

(more compounds)
molecule,S3 lipid droplet,S3 lipid droplet cell count max
O=C(NCc1ccccc1)c1cc2ccccc2o1,?,·
COc1ccc(CCNC(=O)C2CCN(C(=O)c3ccc(OC)c(OC)c3)CC2)cc1,i,·
COc1ccc(CC(=O)N2N=C(C)CC2(O)C(F)(F)F)cc1 (stereo not drawn),?,·
CCOC(=O)Cn1nc(Cc2ccccc2)c2ccccc2c1=O,1%,-5
COc1cc(/C=C/C(=O)NCc2nc3ccccc3[nH]2)cc(OC)c1OC,-3%,-8
CC(C)(C)Nc1nc(Cl)nc(NC2CCCCC2)n1,?,·
CCOC(=O)C1CCCN(C(=O)c2sc3nc(C)nc(N(CC)CC)c3c2C)C1 (stereo not drawn),0%,-13
COc1ccc2cnnc(SCC(=O)Nc3ccc(C(C)=O)cc3)c2c1OC,?,·
CC(=O)Nc1cccc(NS(=O)(=O)c2cc3c4c(c2)CCN4C(=O)CC3)c1,15%[0.0737 µM],·
O=C(NNC(=S)NC(=O)C12CC3CC(CC(C3)C1)C2)c1ccncc1,?,·
COC(=O)c1cc(OC)c(OC)cc1NC(=O)C(C)Sc1ccc(C)cc1 (stereo not drawn),?,·
CCCc1cc(=O)oc2cc(OCC(=O)N3C[C@H]4C[C@@H](C3)c3cccc(=O)n3C4)c(Cl)cc12,-3%,3
Cc1cc(C)c(COc2ccc(/C=N/n3c(C)n[nH]c3=S)cc2)c(C)c1,?,·
O=C(C1CCCC1)N1CCN(S(=O)(=O)c2ccc(F)cc2)CC1,i,·
S=C(NCCCN1CCOCC1)Nc1cccc(Cl)c1,?,·
O=C(CSCc1ccccn1)Nc1ccccc1,i,·
Cn1c(=O)c2c(SCc3ccccc3)nc(-c3ccco3)nc2n(C)c1=O,?,·
CC(C)CN(C(=O)CN1C(=O)C2CCCCC2C1=O)c1c(N)n(Cc2ccccc2)c(=O)[nH]c1=O (stereo not drawn),?,·
Cc1ccc(N2C(S)=C(C#N)C(=O)NC23CCCCC3)cc1,?,·
COc1cccc(CNS(=O)(=O)c2cc3c(cc2Cl)NC(=O)CO3)c1,-14%,-7
Cc1csc(NC(=O)CSc2nnc(C)s2)n1,11%,-6
COc1cc(/C(C)=N/N2CCOCC2)cc(OC)c1OC,?,·
Cc1n[nH]c(C)c1CS(=O)(=O)c1ccccc1,2%,7
COc1cccc(C(=O)NC(=S)Nc2ccc(N(C)C)cc2)c1,?,·
Cc1cc(N/C=C/C(=O)c2ccc(Br)cc2)no1,11%,5

Source: PubChem (National Center for Advancing Translational Sciences (NCATS))
